# TIM10 inh = TIM10 yeast growth inhibition; S. cerevisiae TIM10 strain growth, BacTiter-Glo luminescence, 24 h; inhibition, % at 10 µM; 1.4% of 330,000 active;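 active means inhibition of 40% or more at the single tested concentration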;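 further: wild-type TIM10 isogenic control strain grown at permissive 25 °C; 0% = DMSO yeast wells and 100% = minimal medium wells without yeast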
# NALP3 yeast inh = inhibitors of NALP3 inflammasome in yeast; Yeast reconstituted NLRP3/ASC/caspase-1, beta-gal luminescence, 24 h; inhibition, % at 10 µM; 0.39% of 330,000 active; AID 2825;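 active means inhibition of 50% or more; inactive means inhibition below 50%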;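 further: plate controls were induced DMSO wells for no effect and uninduced yeast grown without galactose for full effect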
# mIAP inh = blocks mouse intestinal alkaline phosphatase | purified mouse IAP, CDP-Star luminescence, 30 min | inhibition, % at 10 µM | 0.2% of 330,000 active | AID 2806;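 active means inhibition of at least 40% at 10 µM in the primary screen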;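 further: plate controls were DMSO with enzyme for no effect and no enzyme wells for full effect; values of inactives mirror those of a sister screen read the other way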
# A3G deaminase = blocks human APOBEC3G single-stranded DNA deamination. Q9HC16. recombinant A3G, ssDNA deamination FAM/TAMRA fluorescence. inhibition, % at 20 µM. 0.28% of 330,000 active. AID 493012;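 active means inhibition of at least 40% at 20 µM, with no more than 30% in the related APOBEC3A deaminase screen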;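 further: plate controls were DMSO wells with A3G for no effect and wells lacking A3G enzyme for full effect; some compounds called inactive have numbers as strong as hits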
# Target sequence (Q9HC16 whole entry, looked up): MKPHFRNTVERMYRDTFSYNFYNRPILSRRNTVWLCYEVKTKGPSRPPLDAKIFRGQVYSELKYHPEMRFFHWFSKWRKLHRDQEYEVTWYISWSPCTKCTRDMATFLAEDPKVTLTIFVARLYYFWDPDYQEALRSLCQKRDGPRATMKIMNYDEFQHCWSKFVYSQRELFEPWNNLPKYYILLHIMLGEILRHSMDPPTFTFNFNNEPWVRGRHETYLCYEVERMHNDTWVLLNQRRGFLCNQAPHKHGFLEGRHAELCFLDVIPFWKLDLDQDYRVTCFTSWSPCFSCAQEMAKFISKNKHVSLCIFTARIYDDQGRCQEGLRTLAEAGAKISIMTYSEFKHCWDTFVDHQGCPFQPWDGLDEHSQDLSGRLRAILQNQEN
# tim10-1 inh = tim10-1 yeast growth inhibition. S. cerevisiae tim10-1 ts strain growth, BacTiter-Glo, 24 h. inhibition, % at 20 µM. 2.2% of 330,000 active;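 active means inhibition of at least 40%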;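 further: mutant grown at 25 °C; 0% = DMSO wells with yeast and 100% = wells holding no yeast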
# A3A deaminase = inhibitors of human APOBEC3A DNA deaminase. P31941. recombinant A3A, FAM/TAMRA ssDNA deamination fluorescence. inhibition, % at 20 µM. 0.41% of 330,000 active;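 active means at least 40% inhibition at 20 µM here, with at most 30% in a related deaminase screen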;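 further: plate controls were A3A with DMSO for no effect and wells lacking A3A enzyme for full effect; some results filed as inactive read as strong as hits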
# Target sequence (P31941 whole entry, looked up): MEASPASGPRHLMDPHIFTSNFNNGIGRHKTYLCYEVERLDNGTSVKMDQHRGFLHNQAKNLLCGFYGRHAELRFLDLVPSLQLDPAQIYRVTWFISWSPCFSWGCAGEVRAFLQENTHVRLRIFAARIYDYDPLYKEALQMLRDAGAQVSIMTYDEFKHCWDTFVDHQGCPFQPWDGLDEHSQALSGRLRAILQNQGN
# beta cell repl = induces beta-cell replication in MIN6 cells. proliferation, % at 10 µM. MIN6 cells proliferation, ATPlite luminescence, 48 h; cells starved in 0.2% serum; 100% = growth in 10% serum. 0.29% of 330,000 active. AID 2380;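 active means compounds whose signal lies at least 3.5 SD above the mean of all wells on their plate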;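 further: 0% = DMSO-treated cells in low-serum medium and 100% = 10% serum control; some compounds called inactive have numbers as strong as hits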
# hIAP inh = human IAP inhibition; P09923; purified IAP, CDP-Star luminescence, 30 min; inhibition, % at 10 µM; 0.12% of 330,000 active; AID 2544;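 active means inhibition reaching a set limit with compound at 10 µM in the primary screen, cut at about 35% in these data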;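 further: plate controls were DMSO wells with enzyme for no effect and no-enzyme buffer wells for full effect; values of inactives mirror those of a sister screen read the other way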
# mIAP act = increases mouse intestinal alkaline phosphatase activity; muIAP, CDP-Star luminescence, 30 min; hits give high values; 1 = vehicle-only enzyme signal, 0 = enzyme-free wells; activation factor at 10 µM; 0.24% of 330,000 active; AID 2805;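 active means activation factor of at least 2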; further: the source names both 10 and 20 µM as test concentration; values of inactives mirror those of a sister screen read the other way
#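 System: mouse IAP enzyme. Reagent: CDP-Star chemiluminescent phosphatase substrate. Benchmarks: DMSO wells, no-enzyme wells. Times: 30 min enzyme-substrate-compound incubation at room temperature. Detection: luminescence from enzymatic CDP-Star hydrolysis. Doses: test compounds delivered from DMSO solution.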
# Active calls of the source: *.
SMILES,TIM10 inh,NALP3 yeast inh,mIAP inh,A3G deaminase,tim10-1 inh,A3A deaminase,beta cell repl,hIAP inh,mIAP act
Cn1cc(/C=C2\SC(=O)N(c3ccc(O)cc3)C2=O)c2ccccc21,44*,4,13,-7,29,0,-6,12,0.87
c1ccc(CNc2ncnc3nc[nH]c23)nc1,6,15,10,-6,-9,0,-1,-17,0.9
Cc1cc(NS(=O)(=O)c2ccc(NC(=O)CSc3nc4ncccc4[nH]3)cc2)nc(C)n1,0,1,-3,-4,-7,0,-4,34,1
Cc1cc(C(=O)OCC(=O)Nc2cccc(S(N)(=O)=O)c2)c(C)o1,1,0,5,-2,-13,-1,3,2,0.95
COc1cccc(C(=O)/C=C/c2ccc(N3CCCCC3)c([N+](=O)[O-])c2)c1,22,1,15,-9,24,-2,-7,21,0.85
CC(CCC(=O)O)C1CC[C@@]2(C)C3C(=O)CC4C(C)(C)C(O)CC[C@]4(C)C3C(=O)C[C@]12C (stereo partly drawn),-3,3,0,-5,3,-2,-3,4,1
CCC(=O)Nc1ccc(C(=O)OCc2ccccc2)cc1,35,15,-6,3,41*,3,2,-19,1.1
Cc1cc(SCC(=O)N(CC(C)C)c2c(N)n(CC(C)C)c(=O)[nH]c2=O)nc2ccccc12,-6,10,-8,-6,10,-2,3,2,1.1
Cn1c(=O)c2ccccc2n2c(CCl)nnc12,11,7,0,-11,-12,-4,-4,-3,1
CCOC(=O)c1c(-c2ccc(C)o2)csc1NC(=O)COC(=O)c1ccc(NC(N)=O)cc1,-9,18,-9,-8,13,-2,-6,-3,1.1
CCC(C(=O)NC(C)(C)C)N(Cc1ccco1)C(=O)CNS(=O)(=O)c1ccc(OC)cc1 (stereo not drawn),0,29,-3,-2,18,1,0,-2,1
O=C(OCc1nc2ccccc2s1)c1ccccc1O,5,30,-7,-6,5,1,1,7,1.1
Cc1ccc(NC(=O)COC(=O)c2ccc(Cl)cc2)cc1S(=O)(=O)N(C)C,10,17,-3,-9,11,0,2,7,1
CN1CCC/C1=C1/C(=O)N(c2ccccc2)N=C1NC(=O)Nc1cccc(Cl)c1,5,12,-3,-9,16,-4,0,-10,1
O=C(CSCc1cccc(Cl)c1)NCc1ccc2c(c1)OCO2,30,29,9,1,22,0,-3,7,0.91
Cc1ccc(S(=O)(=O)NCC(=O)Nc2cccc([N+](=O)[O-])c2)cc1,-7,1,-38,-17,-6,-4,-1,-12,1.4
CSCCC(NS(=O)(=O)/C=C/c1ccccc1)C(=O)O (stereo not drawn),-38,-10,-6,-4,9,-7,-2,0,1.1
c1ccc2c(c1)OCCOCCOc1ccccc1OCCOCCO2,11,18,-1,-2,0,7,-1,-5,1
c1ccc(CCNc2ncnc3scc(C4COc5ccccc5O4)c23)cc1 (stereo not drawn),20,15,7,-6,23,-1,-6,-2,0.93
COc1ccc(C2CC(O)(c3ccccc3)Oc3cc(OC)c(OC)c(OC)c32)cc1 (stereo not drawn),3,24,-2,-9,12,0,-2,7,1
CCN(CC)C(=O)C(=O)N/N=C/c1ccc(C(=O)OC)cc1,7,-4,-1,-2,11,3,-1,14,1
Cc1ccc(S(=O)(=O)N2CC(=NN=C(N)N)C2)cc1,-2,14,-4,-2,9,2,0,3,1
c1ccc2c3c([nH]c2c1)C1(CCCCC1)NCC3,-2,7,6,-6,-14,-2,2,17,0.94
CCOC(=O)c1ccccc1NC(=O)COC(=O)CSCC(=O)Nc1cc(C)on1,-5,17,0,-3,3,1,3,6,1
O=C(O)CCCCCNC(=O)/C=C/c1ccco1,5,14,-9,-3,-4,3,-4,-7,1.1
# More records follow.
SMILES,TIM10 inh,NALP3 yeast inh,mIAP inh,A3G deaminase,tim10-1 inh,A3A deaminase,beta cell repl,hIAP inh,mIAP act
COC(=O)Cn1c(CN2CCN(c3ccc(F)cc3)CC2)nc2c1c(=O)n(C)c(=O)n2C,5,-1,4,-11,13,-9,-3,3,0.96
CCN(Cc1ccccc1)S(=O)(=O)c1c(C(=O)N2CCCC2)c(C)n(C)c1C,11,13,2,-3,4,0,-1,-2,0.98
COCCNc1oc(-c2ccc(F)cc2)nc1C#N,-20,12,1,1,7,7,-6,-2,0.99
COc1ccccc1C1CN=NC12CCCc1ccccc1C2=O (stereo not drawn),-22,10,9,-6,27,-2,1,-21,0.91
CC(C)/C=N/Nc1nc(-c2ccc(Br)cc2)cs1,-20,2,14,-10,3,-6,-4,17,0.86
C=C(C)CSc1nc(N)cc(=O)[nH]1,2,10,-8,-1,2,0,2,-8,1.1
COCC(C)NCc1cc(Br)ccc1OC (stereo not drawn),18,2,6,-3,3,-2,1,5,0.94
Cc1cc(OCc2ccccc2)ccc1/C(O)=C1/C(=O)C(=O)N(Cc2cccnc2)C1c1ccncc1 (stereo not drawn),9,5,2,-10,8,-4,-1,-11,0.98
CCCCn1c(=S)[nH]c2cc(S(=O)(=O)N3CCOCC3)ccc21,10,26,11,-7,8,-7,-2,-24,0.89
COC(=O)C(C)Oc1cc(OC(C)C(=O)OC)c2c(-c3ccccc3)cc(=O)oc2c1 (stereo not drawn),6,-16,3,-3,25,-3,1,16,0.97
CCCN1CCC(=O)N([C@H](CO)Cc2ccccc2)CC1,-3,9,6,-3,-11,-1,-3,14,0.94
O=C(CSc1nc(-c2ccccc2)nc2c1Cc1ccccc1O2)Nc1ccccc1,-2,6,-3,2,-1,5,0,3,1
CCCCc1cc(=O)oc2cc(OCC(=O)NCc3ccccn3)ccc12,2,16,8,-6,48*,-3,0,6,0.92
COc1cccc2[nH]c(=O)c(-c3ccccc3)cc12,0,23,0,-6,21,-4,-1,-16,1
O=C(COc1ccc2ccccc2c1Br)N1CCN(c2ccccn2)CC1,15,19,-1,-8,40,-5,-5,-3,1
Cc1ccc(NC(=O)c2ccccc2)cc1-n1cnnn1,-17,-32,-3,-6,-12,-3,-2,1,1
COc1ccc(CCNC(=O)CN(c2ccc(OC)c(OC)c2)S(C)(=O)=O)cc1,-8,11,6,-2,10,-1,2,4,0.94
O=C(Nc1cccc([N+](=O)[O-])c1)c1ccc(CN2CCOCC2)cc1,-4,22,5,-5,-29,0,0,4,0.95
COc1ccccc1C(C)Nc1nc(-c2cccnc2)nc2ccccc12 (stereo not drawn),-30,19,-6,-13,-75,-1,0,14,1.1
CCN(C(=O)COC(=O)c1cc2c(s1)CCCC2)c1c(N)n(Cc2ccccc2)c(=O)[nH]c1=O,5,6,1,2,-3,7,-2,-14,0.99
NS(=O)(=O)c1ccc(NC(=O)CSc2ncccn2)cc1,-1,13,11,1,-1,6,-3,-9,0.89
COCCNC(=O)C(C)OC(=O)c1cc2sccc2n1C (stereo not drawn),-7,6,-2,-2,-4,-3,1,1,1
Cc1ccc(OCC(=O)NCC(=O)Nc2ccc(F)cc2)c([N+](=O)[O-])n1,-12,-2,0,-3,1,-3,1,-11,1
O=C(NCc1ccccc1Cl)C1CCCN1S(=O)(=O)c1ccc(F)cc1 (stereo not drawn),5,18,4,-1,7,-4,-3,0,0.95
Cc1nc2c(C(=O)NCc3ccc4c(c3)OCO4)c[nH]n2c(=O)c1Cc1ccccc1F,13,-3,-3,-5,36,-7,-6,-11,1
# Continuation:
SMILES,TIM10 inh,NALP3 yeast inh,mIAP inh,A3G deaminase,tim10-1 inh,A3A deaminase,beta cell repl,hIAP inh,mIAP act
Cc1ccc(NC(=O)CCNCc2ccco2)cc1S(=O)(=O)N(C)C,4,29,-4,-3,-3,1,-1,-7,1
COc1ccc2oc(=O)c(C(=O)N3CCN(c4ccc(F)cc4)CC3)cc2c1,-10,9,1,-3,18,2,0,-2,0.99
COc1ccc(CC(=O)N2CCN(c3ccccn3)CC2)cc1OC,-13,13,-3,-2,14,-1,1,5,1
CC1(C)C2CCC1(CS(=O)(=O)N1CCN(c3ccc(F)cc3)CC1)C(=O)C2 (stereo not drawn),-2,7,3,-7,13,-4,2,-11,0.97
CCC(C)(C)C1CCC2(CC1)NC(=S)N(c1ccccc1)N2 (stereo not drawn),-16,10,4,15,-4,-3,-1,10,0.96
CC(Oc1ccc2ccccc2c1)C(=O)NNC(=O)Nc1ccccc1F (stereo not drawn),7,-7,-6,-3,3,0,-4,-63,1.1
CC1=C(C(=O)N2CCOCC2)C(c2ccccc2F)C2=C(CC(C)(C)CC2=O)N1 (stereo not drawn),2,-2,-2,-6,3,-1,-2,16,1
OCCNc1nc(Nc2cccc(O)c2)nc2ccccc12,-3,-7,-4,-10,-1,1,-2,4,1
CCc1ncc(CN2CCC(C(=O)Nc3ccc(-n4nc(C)cc4C)cc3)CC2)cn1,-1,-6,-4,-5,-17,-2,2,8,1
Cc1ccc(SC(C)C(=O)NC(N)=O)c(C)c1 (stereo not drawn),1,15,4,3,-4,6,-1,8,0.96
O=C(Nc1ccccc1)C1CCN(c2nccs2)CC1,14,-5,12,-4,3,-3,0,-4,0.88
O=[N+]([O-])c1ccc(C2OCCO2)cc1CS(=O)(=O)c1ccccc1,-17,11,2,-6,18,-1,-3,2,0.98
O=C(O)CCC(=O)Nc1ccc(C(=O)OCC(=O)c2ccc(Cl)cc2)cc1,-4,19,3,-2,-91,0,-2,-9,0.97
Cc1nc(SCC(=O)NNC(=O)c2cccs2)[nH]c(=O)c1C,0,11,21,-5,5,-3,-3,-16,0.79
O=C(c1cccc(Cl)c1)N1CCC(N2CCC(C(=O)N3CCOCC3)CC2)CC1,-1,-7,-6,3,16,2,1,6,1.1
CNC(=S)N/N=C(\C)c1ccc(Cl)c(Cl)c1,-16,-7,0,-6,37,-11,-4,-3,1
CN(C)c1ccc(S(=O)(=O)N2CCCCC2)cc1NC(=O)C1=NN(c2ccccc2)C(=O)CC1,-10,20,9,-2,-2,-3,1,17,0.91
Cc1cccc(NC(=O)CSc2nnc(C3CC3)n2CC2CCCO2)c1C (stereo not drawn),9,20,-1,-3,-25,0,0,2,1
CC[C@@H]1[C@H]2CCCC(=O)N3CC[C@@H](C[C@@H]1OC(=O)Nc1ccccc1)[C@@H]23,14,-24,0,-11,17,-5,-2,3,1
CCN(CC)CCOC(=O)c1cc(Cl)c(N)cc1OC,9,19,9,-1,14,3,-1,-2,0.91
O=C(Nc1ccncc1)c1ccc(Cl)c(S(=O)(=O)N2CCCC2)c1,4,17,-4,-5,-8,3,0,-4,1
CC(=O)c1c(C)[nH]c(C(=O)COC(=O)C2CC2)c1C,5,30,3,-4,5,3,-1,-1,0.97
CNc1c([N+](=O)[O-])cnn1-c1ccccc1Cl,6,-1,-2,-4,11,-3,1,2,1
CCCCCCCCCCn1cc(C(C)=O)c(=O)[nH]c1=O,22,-22,-1,-3,21,2,-4,-36,1
COc1ccc(CN2CCC(C(=O)N(C)CCc3ccc(OC)c(OC)c3)CC2)c(OC)c1,-12,0,-1,-6,5,3,4,-4,1
Cc1cc(OCC(=O)NCCc2c[nH]c3ccccc23)c2c(C)cc(=O)oc2c1,0,7,2,-7,5,6,1,9,0.97

# Bioassay records as filed in PubChem BioAssay.
